TPT1 inh: blocks Candida albicans tRNA 2'-phosphotransferase; recombinant caTPT1, FP RNA substrate dephosphorylation; inhibition, % at 5 µM; actives 0.81% (n = 300,000); AID 1962;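 active = inhibition above the mean of all tested compounds plus 3 SD, set per screening campaign, cut at about 24% in these data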;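 note: plate controls were DMSO alone for no effect and ferristatin control at 100 nM for full effect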
GASC-1 inh: human JMJD2C demethylase inhibition. GST-JMJD2C(1-420) H3K9me3 demethylation, DELFIA europium. inhibition, % at 2.35 µM. AID 2099. Q9H3R0. actives 0.069% (n = 330,000);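 active = more than half of a compound's replicate wells show inhibition beyond 50%, single wells judged on their own value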;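 note: signal counts dimethyl H3K9 product captured on neutravidin plate; 0% = median of DMSO wells and 100% = 0.3 times that DMSO median; strong numbers were not always called active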
HCV core dimer: blocks dimerization of HCV core protein; TR-FRET GST/Flag-core106 dimerization, 1536-well; inhibition, % at 5 µM; actives 0.33% (n = 300,000); AID 1899;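 active = inhibition above the mean of all tested compounds plus 3 SD, set per screening campaign, cut at about 45% in these data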
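Test system: GST/Flag-tagged HCV core106 proteins; Medium: KF-containing HEPES buffer, pH 7.45, DTT, CHAPS, BSA; Times: compound-protein-antibody incubation 4 h at 22.5 °C; Detection: TR-FRET 671 and 617 nm emission; Benchmarks: wells lacking GST-core106 and wells with excess unlabelled core106.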
ZTA counter: ZTA (EBV) inhibition in EBNA-1 counter-screen | P03206 | ZTA-DNA binding, fluorescence polarization | inhibition, % at 11 µM | actives 0.15% (n = 320,000) | AID 2234; in the data active = inhibition above about 33%
Target sequence (P03206 whole entry, looked up): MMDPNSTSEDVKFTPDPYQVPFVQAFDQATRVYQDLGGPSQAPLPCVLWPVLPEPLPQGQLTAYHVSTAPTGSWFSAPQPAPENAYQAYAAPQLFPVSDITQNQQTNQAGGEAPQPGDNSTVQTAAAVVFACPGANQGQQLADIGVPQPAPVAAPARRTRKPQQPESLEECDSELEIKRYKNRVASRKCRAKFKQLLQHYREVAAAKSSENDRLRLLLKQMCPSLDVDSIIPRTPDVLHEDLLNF
CTSL1 counter: counter-screen for PFM18AAP inhibitors: inhibitors of F. hepatica cathepsin L1. actives 0.49% (n = 300,000). AID 1906. recombinant F. hepatica cathepsin L1, Z-Leu-Arg-MCA fluorescence. inhibition, % at 5.96 µM;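 active = inhibition above the mean of all tested compounds plus 3 SD, set per screening campaign, cut at about 17% in these data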;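 note: 0% = plate median of test compound wells and 100% = 1 µM Z-Phe-Ala-diazomethylketone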
PP5 inh: PP5 (human) phosphatase inhibition; P53041; purified PP5c, OMFP substrate fluorescence; inhibition, % at 6.7 µM; actives 0.18% (n = 320,000); AID 1987;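 active = inhibition above the campaign's mean inhibition across all tested compounds plus 3 SD, cut at about 9.5% in these data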;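 note: 0% = DMSO only and 100% = 100 µM cantharidin control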
Target sequence (P53041 whole entry, looked up): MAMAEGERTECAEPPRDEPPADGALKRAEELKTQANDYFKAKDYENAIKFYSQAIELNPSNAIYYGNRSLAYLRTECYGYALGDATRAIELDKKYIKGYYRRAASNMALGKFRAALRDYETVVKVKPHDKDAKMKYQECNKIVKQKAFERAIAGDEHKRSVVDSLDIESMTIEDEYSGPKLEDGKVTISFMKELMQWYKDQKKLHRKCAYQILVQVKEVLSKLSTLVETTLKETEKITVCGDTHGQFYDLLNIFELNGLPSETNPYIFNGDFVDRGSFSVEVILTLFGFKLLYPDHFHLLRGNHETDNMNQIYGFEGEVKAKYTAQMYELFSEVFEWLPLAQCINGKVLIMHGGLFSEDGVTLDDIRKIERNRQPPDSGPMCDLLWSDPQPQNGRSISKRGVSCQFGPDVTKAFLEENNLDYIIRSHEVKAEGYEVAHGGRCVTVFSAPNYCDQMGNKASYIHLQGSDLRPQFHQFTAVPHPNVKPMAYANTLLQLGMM
PP1 counter: counter-screen for PP5 inhibitors: inhibitors of human PP1-alpha; P62136; purified PP1alpha, OMFP fluorescence; inhibition, % at 6.7 µM; actives 0.9% (n = 320,000); AID 2235;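 active = inhibition above the mean inhibition of all tested compounds plus 3 SD, computed separately for each screening campaign, cut at about 15% in these data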
Target sequence (P62136 whole entry, looked up): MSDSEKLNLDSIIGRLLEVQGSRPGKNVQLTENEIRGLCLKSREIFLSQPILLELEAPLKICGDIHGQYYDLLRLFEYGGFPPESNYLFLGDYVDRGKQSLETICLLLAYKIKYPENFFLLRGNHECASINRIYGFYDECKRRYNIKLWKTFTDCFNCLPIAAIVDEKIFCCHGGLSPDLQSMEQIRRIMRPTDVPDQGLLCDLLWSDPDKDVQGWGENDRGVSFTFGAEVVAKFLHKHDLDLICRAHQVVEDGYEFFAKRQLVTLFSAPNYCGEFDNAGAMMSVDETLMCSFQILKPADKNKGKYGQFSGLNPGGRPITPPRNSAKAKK
EBNA-1 inh: blocks EBNA-1 binding to DNA. EBNA-1 DNA binding, fluorescence polarization. inhibition, % at 14.8 µM. actives 0.34% (n = 300,000). AID 1950; in the data active = inhibition above about 28%
Yeast superoxide: yeast age-related superoxide inhibition as caloric restriction mimetic | S. cerevisiae aged cells, superoxide DHE fluorescence; active compounds read low | superoxide response (% of plate mean), % at 10 µM | actives 0.18% (n = 330,000) | AID 2690;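 active = superoxide response under a set limit, about three screen SD below normal, cut at about 65% in these data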;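 note: yeast aged for seven days with compound at 30 °C before DHE staining; 100% = average MFI of all compound-treated wells on the plate with controls excluded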
Numbers without * were called inactive; . = not tested or not shown; & = joins results of further samples. Outcome played no part in choosing rows (roughly 3.1% active in at least one column).

Sample of the layout:
SMILES | TPT1 inh | GASC-1 inh | HCV core dimer | ZTA counter | CTSL1 counter | PP5 inh | PP1 counter | EBNA-1 inh | Yeast superoxide
O=C(CCc1ccccn1)N1CCCC(N2CCN(c3cccc(C(F)(F)F)c3)CC2)C1 (configuration not stated) | 0 | 2 | 0 | -4 | -4 | 0.0 | -4 | -6 | 81
O=C(c1cc(C2CC2)nn1-c1ccccc1)N1CCN(S(=O)(=O)c2cccc(F)c2)CC1 | . | -4 | . | 1 | . | -1.3 | 0 | . | 96
Cc1cccc(CN2CCN(c3nc4nonc4nc3NC3CC3)CC2=O)c1 | -1 | -7 | 0 | -6 | -3 | 2.7 | 1 | -5 | 85
COc1ccc(OC)c(NC(=O)c2cc(-c3cc(C)cc(C)c3O)n[nH]2)c1 | -3 | -6 | 9 | -14 | -3 | 0.2 | -5 | 0 | 102
CN1C(=O)/C(=C/c2ccc(OCc3ccc(F)cc3)cc2)N(C)C1=S | -2 | 172 | 2 | -5 | 0 | -4.1 | -2 | 4 | 100
COc1ccc(NC(=O)N(CCC(C)C)C(C)c2ccccn2)c(OC)c1 (configuration not stated) | 1 | 8 | 12 | 23 | 5 | 1.7 | -1 | 12 | 92
COc1ccc2[nH]c3c(c2c1)CCN1C(=O)N([C@@H](C)C(=O)NC2CCCC2)C(=O)[C@]31C | -1 | . | 2 | -11 | 1 | 4.4 | -6 | -18 | 113
CCOC(=O)C1(CCOc2ccccc2)CCN(Cc2cccs2)CC1 | -3 | -18 | -4 | -7 | 6 | -0.2 | -1 | -10 | 101

Main list, repeating the preview:
SMILES | TPT1 inh | GASC-1 inh | HCV core dimer | ZTA counter | CTSL1 counter | PP5 inh | PP1 counter | EBNA-1 inh | Yeast superoxide
O=C(CCc1ccccn1)N1CCCC(N2CCN(c3cccc(C(F)(F)F)c3)CC2)C1 (configuration not stated) | 0 | 2 | 0 | -4 | -4 | 0.0 | -4 | -6 | 81
O=C(c1cc(C2CC2)nn1-c1ccccc1)N1CCN(S(=O)(=O)c2cccc(F)c2)CC1 | . | -4 | . | 1 | . | -1.3 | 0 | . | 96
Cc1cccc(CN2CCN(c3nc4nonc4nc3NC3CC3)CC2=O)c1 | -1 | -7 | 0 | -6 | -3 | 2.7 | 1 | -5 | 85
COc1ccc(OC)c(NC(=O)c2cc(-c3cc(C)cc(C)c3O)n[nH]2)c1 | -3 | -6 | 9 | -14 | -3 | 0.2 | -5 | 0 | 102
CN1C(=O)/C(=C/c2ccc(OCc3ccc(F)cc3)cc2)N(C)C1=S | -2 | 172 | 2 | -5 | 0 | -4.1 | -2 | 4 | 100
COc1ccc(NC(=O)N(CCC(C)C)C(C)c2ccccn2)c(OC)c1 (configuration not stated) | 1 | 8 | 12 | 23 | 5 | 1.7 | -1 | 12 | 92
COc1ccc2[nH]c3c(c2c1)CCN1C(=O)N([C@@H](C)C(=O)NC2CCCC2)C(=O)[C@]31C | -1 | . | 2 | -11 | 1 | 4.4 | -6 | -18 | 113
CCOC(=O)C1(CCOc2ccccc2)CCN(Cc2cccs2)CC1 | -3 | -18 | -4 | -7 | 6 | -0.2 | -1 | -10 | 101
Cc1cc(S(=O)(=O)N2CCN(Cc3ccc4c(c3)OCO4)CC2)cc(C)c1N1CCCC1=O | -4 | -3&7 | -1 | 1 | -2 | 1.7 | -2 | 0 | 92
COc1ccc(NC(=O)C2CCCN2C(=O)OCc2ccccc2)c(OC)c1 (configuration not stated) | -6 | -2 | -3 | -11 | -5 | 3.1 | 0 | -4 | 87
COC(=O)C1(C)NC(c2ccc(O)cc2)C2C(=O)N(c3ccc4c(c3)OCCO4)C(=O)C21 (configuration not stated) | -6 | 1 | 1 | 10 | -2 | 0.7 | -1 | 2 | 99
CCc1nc(-c2ccc(C)nc2OC)no1 | 0 | 2 | -5 | 9 | -3 | 1.9 | 0 | -1 | 100
O=C(CCN1CCc2ccccc2C1)Nc1ccc(F)c(F)c1 | -1 | -5 | 0 | -6 | 3 | 2.6 | -2 | -10 | 98
COc1ccc(CC(=O)Nc2cccc(-c3ccc4nnc(C)n4n3)c2)cc1 | -2 | -1 | 3 | 9 | -2 | -1.4 | -1 | -5 | 105
Cc1ccc(C(C)(C)C)c(OCCCn2ccnc2)c1 | -7 | -2 | -11 | -14 | 2 | 3.8 | 8 | -15 | 86
N#CC1CCCc2c1[nH]c1ccc([N+](=O)[O-])cc21 (configuration not stated) | 4 | 19 | -1 | 9 | -4 | 0.0 | -3 | -2 | 109
Cc1cc([N+](=O)[O-])cc(/C=N\NC(=O)C2COc3ccccc3O2)c1O (configuration not stated) | -3 | 1 | -1 | -3 | -2 | 1.3 | 5 | -9 | 106
Cn1c2ccccc2c2cnn(CC(=O)N3CCCCC3)c(=O)c21 | 0 | -3 | -4 | -5 | 5 | 0.6 | -3 | 2 | 104
Cc1ccc(C(=O)Nc2nc3n(n2)C(c2ccccc2)CC(=O)N3)cc1 (configuration not stated) | -1 | 2 | -2 | 2 | -5 | 0.3 | -6 | 13 | 94
CCCc1nn(C)c(C(=O)Nc2cccc(Cl)c2)c1Cl | -2 | 5 | -4 | -19 | -1 | 2.5 | 2 | 2 | 103
CCCCN(Cc1cc2cccc(C)c2[nH]c1=O)S(C)(=O)=O | 1 | -4 | -3 | -1 | -1 | -2.3 | -5 | -7 | 105
Cc1ccc(OCC(=O)NNC(=O)Cc2ccc(S(=O)(=O)N3CCOCC3)s2)cc1 | 6 | -14 | 23 | -4 | -6 | -0.2 | -6 | -10 | 93
COC(=O)C1=CN(C2CC2)C=C(C(=O)OC)C1c1ccccc1OC | -5 | -8 | 9 | 1 | -2 | -0.2 | -1 | -1 | 110
CCOc1cccc(CN2CCC(n3nccc3NC(=O)CCCc3ccccc3)CC2)c1 | -5 | -12 | 10 | -15 | -6 | 7.9 | -5 | -1 | 92
COc1ccccc1CCn1cc(C#N)c(=O)[nH]c1=O | -2 | 2 | 3 | 16 | -3 | -1.4 | -6 | 1 | 108
O=C(NCc1ccc2c(c1)OCO2)Nc1cccc(Cl)c1 | 2 | 10 | -8 | -15 | -5 | 4.2 | 5 | 1 | 103
C=C(Br)CN1CCN(CC(=C)Br)CC1 | 0 | 10 | -1 | 10 | 1 | -2.8 | -5 | 15 | 104
C=CCN(C(=O)CN1CCCCC1)c1nc(-c2ccccc2)cs1 | -1 | 2 | -1 | 5 | 6 | 1.3 | 2 | 3 | 99
O=C(OCC(=O)N1CCOCC1)c1cc(S(=O)(=O)N2CCOCC2)c(Cl)cc1Cl | . | . | . | 6 | . | -1.5 | -3 | . | 92
CCN1C(=O)C(O)(CC(=O)C(C)(C)C)c2cc(Br)ccc21 (configuration not stated) | 4 | -4 | -10 | 1 | -4 | -0.3 | 2 | 7 | 115
CC(C)OC(=O)Cn1c(-c2ccccc2)c(-c2ccccc2)nnc1=O | -2 | -1 | 8 | 2 | 4 | 1.6 | -2 | -4 | 105
Cc1ccc(-n2ncc3c(=O)[nH]c(SCC(=O)N4CCCCC4)nc32)cc1 | 0 | 5 | 10 | -7 | -2 | 0.7 | -5 | 3 | 107
C=CCN1C(=O)CSC1=Nc1ccc(NC(C)=O)cc1 | -4 | 7 | -6 | 5 | -2 | 0.8 | 1 | -5 | 91
O=S(=O)(NCCN1CCOCC1)c1ccc(F)c(Cl)c1 | 1 | -12 | 5 | 10 | 2 | 1.8 | -4 | -11 | 106
Cc1ccc(NC(=O)C2CCN(S(=O)(=O)c3cccnc3)CC2)cc1C | 0 | 17 | -1 | -6 | -3 | -0.9 | -2 | -7 | 94
CCOC(=O)c1c(C)[nH]c(C)c1S(=O)(=O)N(C)CC(=O)Nc1ccccc1OC | -3 | -2 | -4 | 0 | 1 | -0.9 | 1 | 1 | 89
CCOC(=O)c1c(C)c(C(=O)O)n(C)c1C | -3 | -3 | 5 | 1 | 0 | -1.0 | -3 | 18 | 105
COC(=O)C1C(=O)NCC1c1ccc(C)cc1 (configuration not stated) | 0 | -1 | -4 | -8 | 0 | 0.2 | -4 | -2 | 135
O=C(Cn1c(O)c(/C=C2\C=Nc3ccccc32)sc1=O)N1CCOCC1 | -3 | 2 | -15 | 4 | 7 | 0.7 | 6 | 0 | 109
Cc1cccc(NC(=O)C2CC2c2ccccc2)c1C (configuration not stated) | 0 | 3 | -3 | -7 | -4 | 2.1 | -1 | -7 | 98
O=C(Nc1ccccc1NS(=O)(=O)c1ccc(F)cc1)C1CCCC1 | 0 | 3 | -2 | -9 | -3 | -2.2 | -2 | -5 | 100
CC1CCN(C(=O)C(C)OC(=O)CSc2ccc([N+](=O)[O-])cc2)CC1 (configuration not stated) | . | -7 | . | 9 | . | 0.2 | -1 | . | 107
CCOC(=O)c1ccc(CSc2ncn[nH]2)o1 | -3 | 13 | 0 | -2 | -1 | 0.3 | -3 | -6 | 93
CC(C)CNC(=O)COC(=O)c1cc(Cl)cc(Cl)c1N | -10 | -4 | -12 | -8 | 6 | -0.8 | 3 | 4 | 105
O=C(CCc1nc2ccccc2c(=O)[nH]1)OCc1ccc(Cl)cc1Cl | -2 | -4 | 4 | -2 | -1 | 2.3 | -1 | -2 | 108
CC(=O)c1cccc(NC(=O)CCc2nnc3ccc(NCc4ccc5c(c4)OCO5)nn23)c1 | -2 | 8 | -25 | 6 | 6 | 2.5 | 1 | 1 | 111
Cn1c(SCC(=O)NCC2CCCO2)nnc1-c1ccc(Cl)cc1 (configuration not stated) | . | -3 | . | -7 | . | 1.0 | 1 | . | 83
COc1ccc(C(C)=O)cc1COC(=O)c1cccnc1SC | 1 | -25 | 2 | 8 | 0 | -0.8 | 1 | -9 | 108
COc1ccc(S(=O)(=O)N(CC(=O)N/N=C/c2ccccc2C(=O)O)c2ccccc2OC)cc1 | 3 | 9 | 5 | 1 | -2 | -0.7 | -2 | 1 | 106
O=C(OCC1OC(n2cnc3c(N(C(=O)c4ccccc4)C(=O)c4ccccc4)ncnc32)C(O)C1F)c1ccccc1 (configuration not stated) | -5 | -9 | 3 | -14 | 4 | 6.9 | 1 | 0 | 90

New compounds follow
SMILES | TPT1 inh | GASC-1 inh | HCV core dimer | ZTA counter | CTSL1 counter | PP5 inh | PP1 counter | EBNA-1 inh | Yeast superoxide
COc1ccc(NC(=O)N2CCCC(C(=O)NCc3ccccc3F)C2)cc1 (configuration not stated) | -4 | -6 | 3 | -5 | 3 | 1.8 | -3 | 1 | 91
O=C(COC(=O)c1cccc(S(=O)(=O)NCc2ccccc2)c1)Nc1ccccc1OC(F)F | -2 | 34 | 10 | 4 | 4 | 2.5 | 0 | 7 | 99
Cc1cccc(/C(N)=N/OC(=O)Cc2cccs2)c1 | 0 | 11 | 1 | 4 | -15 | 2.5 | -3 | 4 | 105
Cc1n[nH]c(C)c1S(=O)(=O)N1CCc2ccccc21 | -4 | 1 | 9 | -13 | -4 | 0.7 | 1 | -14 | 100
COC(=O)C(CC(C)C)NC(=O)C(N)Cc1ccccc1 (configuration not stated) | -1 | 1 | -1 | -3 | -2 | -0.6 | -1 | -3 | 91
CCOC(=O)N1CCN(Cc2nc3ccc([N+](=O)[O-])cc3c(=O)n2-c2ccc(OC)cc2OC)CC1 | 2 | 2 | 12 | 8 | -3 | 0.5 | -5 | 3 | 102
Cc1ccc(N(CN2C(=O)NC(C)(C)C2=O)CN2C(=O)NC(C)(C)C2=O)cc1 | -4 | -7 | 1 | 4 | 1 | 1.6 | 0 | 1 | 102
COc1ccc(CCNC(=O)CSc2nnc(CNC(=O)c3c(F)cccc3Cl)o2)cc1OC | -1 | -1 | 8 | 20 | -1 | 0.1 | -4 | 12 | 115
